# GDH-TPI counter = inhibits GDH-TPI coupling enzymes, artifact for Mtb FBA screen; actives 1.2% (n = 360,000); AID 588335; inhibition, % at 4.8 µM; GDH-TPI coupled enzyme counterscreen, NADH absorbance;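 further: 0% = DMSO wells and 100% = wells lacking the enzyme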
# FBA Mtb inh = Mtb fructose-bisphosphate aldolase inhibition; P9WQA3; purified M. tuberculosis FBA, fluorescence read-out; inhibition, % at 1 µM; actives 2.3% (n = 360,000); AID 588726; in the data active means inhibition above about 27%;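 further: 0% = vehicle and 100% = reference inhibitor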
# Target sequence (P9WQA3 whole entry, looked up): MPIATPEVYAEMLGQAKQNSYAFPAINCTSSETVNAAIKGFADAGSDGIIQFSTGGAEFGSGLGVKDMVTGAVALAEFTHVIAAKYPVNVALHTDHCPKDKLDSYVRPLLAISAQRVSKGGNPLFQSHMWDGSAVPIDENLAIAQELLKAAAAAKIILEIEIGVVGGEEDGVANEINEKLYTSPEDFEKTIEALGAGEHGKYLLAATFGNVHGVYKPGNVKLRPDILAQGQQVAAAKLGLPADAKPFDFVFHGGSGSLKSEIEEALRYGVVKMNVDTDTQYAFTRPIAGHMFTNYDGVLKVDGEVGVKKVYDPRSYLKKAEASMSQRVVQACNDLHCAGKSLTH
# BoNT-F LC inh = inhibitors of Botulinum neurotoxin F light chain protease | Multiplex microsphere protease cleavage assay, flow cytometry | inhibition, % at 10 µM | actives 0.22% (n = 360,000); in the data active means inhibition above about 35%, passing the limit was not always enough; inconclusive means no clear call, values can overlap the other calls; further: plate controls were buffer without enzyme for full effect and enzyme alone for no effect
# FadD28 FP inh = blocks FadD28 binding to the bisubstrate probe. fluorescence polarization. actives 0.22% (n = 360,000). inhibition, % at 12.5 µM; in the data active means inhibition above about 8.5%, passing the limit was not always enough; inconclusive means no clear call, values can overlap the other calls
# BioA inh = BioA (M. tuberculosis) enzyme inhibition | AID 602481 | inhibition, % at 9.99 µM | purified M. tuberculosis BioA enzyme, plate reader | actives 0.096% (n = 360,000); in the data active means inhibition above about 40%; inconclusive means no clear call, values can overlap the other calls
# CCHF vOTU inh = blocks the CCHF virus ovarian tumor domain protease; CCHFV vOTU protease, Pep-AMC fluorescence; inhibition, % at 11.5 µM; actives 0.55% (n = 370,000); further: 0% = vehicle wells with enzyme and 100% = no enzyme wells
# UGM FP inh = blocks M. tuberculosis UGM enzyme; P9WIQ1; purified UGM, fluorescence polarization probe displacement; inhibition, % at 10 µM; actives 0.06% (n = 320,000); in the data active means inhibition above about 10%, passing the limit was not always enough; inconclusive means no clear call, values can overlap the other calls
# Target sequence (P9WIQ1 whole entry, looked up): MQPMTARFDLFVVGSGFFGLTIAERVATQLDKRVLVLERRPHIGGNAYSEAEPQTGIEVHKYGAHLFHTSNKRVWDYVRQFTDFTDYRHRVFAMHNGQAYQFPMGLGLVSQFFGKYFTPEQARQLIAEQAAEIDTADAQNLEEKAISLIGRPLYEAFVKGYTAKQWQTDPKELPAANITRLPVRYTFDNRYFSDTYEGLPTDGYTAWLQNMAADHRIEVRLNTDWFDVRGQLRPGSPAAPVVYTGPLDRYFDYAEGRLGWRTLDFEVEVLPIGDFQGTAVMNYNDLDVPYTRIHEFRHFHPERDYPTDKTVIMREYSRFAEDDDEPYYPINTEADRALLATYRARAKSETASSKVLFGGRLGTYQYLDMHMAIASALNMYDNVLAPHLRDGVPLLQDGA
# PrPC TRFRET = inhibitors of human cell surface prion protein PrPC; TR-FRET read-out; actives 0.43% (n = 370,000); inhibition, % at 13.8 µM; in the data active means inhibition above about 24%; further: 0% = median of the test wells and 100% = reference compound wells
# BoNT-A LC inh2 = blocks Botulinum neurotoxin A light chain protease; actives 0.17% (n = 360,000); multiplex microsphere protease substrate cleavage, flow cytometry; inhibition, % at 10 µM; in the data active means inhibition above about 30%; inconclusive means no clear call, values can overlap the other calls; further: plate controls were buffer without enzyme for full effect and enzyme alone for no effect
# An asterisk follows results filed as active; ? = inconclusive; . = not tested or not shown; + = active, no number. Unless noted, no stated cut-off is given here; in the data, active means inhibition above about 30%; inactive means the rest. Compounds were not picked by outcome; overall some 4.8% were active at least once.
structure,FBA Mtb inh,BioA inh,BoNT-F LC inh,BoNT-A LC inh2,FadD28 FP inh,PrPC TRFRET,GDH-TPI counter,CCHF vOTU inh,UGM FP inh
CCCCN(C(=O)c1ccc(C)c(S(=O)(=O)N2CCOCC2)c1)c1c(N)n(CCCC)c(=O)[nH]c1=O,0,-0.6,4,-1.6,-0.1,-9,-10,2,1.2
CCCCCCOc1ccc(-c2ccc(C#N)cn2)cc1,16,-1.2,-6,-0.2,0.9,2,12,1,0.8
COc1ccc(N2CCN(CCOc3ccc4c(C)cc(=O)oc4c3)CC2)cc1,3,0.7,-8,-0.8,-0.7,-5,7,-6,-0.8
Cc1ccc(S(=O)(=O)N2CCCC(C(=O)Nc3cccnc3)C2)cc1 (stereo not drawn),0,4.5,3,0.1,-4.0,4,0,-4,-0.2
Fc1ccc(Br)cc1SCCc1ccncc1,3,0.1,-8,-1.4,-3.2,5,2,-10,-2.1
O=C(NCCNCc1cccc(Cl)c1)c1ccco1,1,-0.3,-4,1.0,0.9,0,14,0,.
CN(C)c1ccc(-c2cccc3nccn23)cc1,+,0.8,-11,0.0,-1.3,1,20,-251,.
O=C(NNC(=S)NCc1ccco1)c1ccccc1Br,5,-1.9,6,2.2,-0.2,1,2,7,0.3
Cc1c(Cl)c(=O)oc2cc(OCC(=O)N3CCCC(C)C3)ccc12 (stereo not drawn),+,4.3,-6,1.8,.,-15,17,-195,-3.0
CCc1ccc(NC(=O)CSC2=C(C#N)C(c3ccco3)C3=C(CCCC3=O)N2)cc1 (stereo not drawn),-4,1.5,-7,0.1,0.2,6,17,12,-0.2
Cc1cc(C(=O)COC(=O)c2cnccn2)c(C)n1-c1ccc(Br)cc1,-2,0.5,-11,-0.8,-5.1,10,0,6,-3.3
OCCOC1CCCc2oc(-c3ccccc3)c(C#CC3(O)CCCCC3)c21 (stereo not drawn),.,.,-6,-0.6,.,1,.,1,.
CC(=O)OCCCN1c2ccccc2Nc2nnc(-c3ccccc3)cc21,0,6.4,-4,0.0,-9.1,-6,0,11,0.5
CC(=O)NS(=O)(=O)c1ccc(Nc2ccc([N+](=O)[O-])c3nonc23)cc1,-28,.,-5,-1.0,0.6,-51,18,30*,0.6
Cc1ccc(-c2ccc(=O)n(CCC(=O)NCCN3CCCCC3C)n2)cc1 (stereo not drawn),3,3.9,0,0.0,-1.0,-18,-8,0,-0.3

# Further structures follow:
structure,FBA Mtb inh,BioA inh,BoNT-F LC inh,BoNT-A LC inh2,FadD28 FP inh,PrPC TRFRET,GDH-TPI counter,CCHF vOTU inh,UGM FP inh
C#CCOCCOCCOCCNc1nc(N2CCN(C(=O)C([C@@H](C)CC)n3cc(C(N)Cc4ccc(O)cc4)nn3)CC2)nc(N2CCN(C(=O)[C@H](CCC(=O)O)n3cc(C(N)CO)nn3)CC2)n1 (stereo partly drawn),-1,3.1,-12,-0.1,-3.5,.,1,.,-1.6
CC(=O)N1c2ccc(S(=O)(=O)NCCC(=O)N3CCCC(C)C3)cc2CC1C (stereo not drawn),-1,0.0,12,0.8,0.5,-7,-2,-3,-2.2
CCOC(=O)c1ccc(S(=O)(=O)N2CCN(C(=O)c3ccccn3)CC2)cc1,2,-1.1,-10,-0.7,-2.5,0,0,-16,-0.8
Cc1ccc(C(O)c2ncc(-c3ccc4ccccc4c3)[nH]2)cc1F (stereo not drawn),11,-0.8,-3,-0.6,-2.6,4,0,2,.
Cc1cc(C)nc(Nc2n[nH]c(COc3ccc4ccccc4c3)n2)n1,4,-0.8,-1,1.1,-1.3,-2,8,-2,-1.6
O=c1c(Cc2ccccc2)c(O)c2cccc3c4c(n1c23)CCCC4,13,4.1,-5,-0.6,-1.6,-7,8,-5,5.8
Cn1cc(CN2CCC(C(=O)N3CCCC3)CC2)c(-c2ccccc2F)n1,-5,.,-3,-0.4,-2.4,5,-7,0,-4.4
Cn1cc(S(=O)(=O)N2CCc3ccccc32)cc1C(=O)Nc1ccc(Cl)cc1,5,-1.2,-16,-0.5,-1.3,0,2,-2,0.2
CCCCN1C(=O)/C(=C/C=C2\SCCN2C)SC1=S,-16,.,-12,1.2,1.6,-24,-2,20,.
O=C(NN1CCOCC1)c1ccc(Br)cc1,0,0.6,-11,-3.4,-2.5,6,0,4,-0.3
CSc1c(CC(=O)Nc2ccccc2Cl)n(Cc2ccccc2)c2ccccc12,4,-0.5,9,0.6,-1.5,-2,-4,1,0.2
COC(=O)CSc1nnnn1-c1ccccc1,-1,-0.6,-5,0.7,-1.1,4,-2,5,1.4
Cc1cc(NC(=O)c2cc(-c3ccccn3)nc3c(Cl)cccc23)no1,5,0.0,-2,-1.2,-0.9,-4,9,9,-0.3
CN(Cc1c(F)cccc1Cl)C(=O)c1ccc(NS(=O)(=O)c2ccc3[nH]c(=O)[nH]c3c2)cc1,5,0.4,15,-0.7,-3.1,-2,10,3,.
COCCn1c(SCC(=O)N2CCc3ccccc32)nc2c(c1=O)SC(C)C2 (stereo not drawn),1,7.7,-3,-0.5,-0.6,3,15,-3,0.5

# Continuation:
structure,FBA Mtb inh,BioA inh,BoNT-F LC inh,BoNT-A LC inh2,FadD28 FP inh,PrPC TRFRET,GDH-TPI counter,CCHF vOTU inh,UGM FP inh
CC[N+]1(CC)CC2=Cc3ccccc3CC2C1 (stereo not drawn),10,-7.0,-8,0.1,-1.8,5,-3,-5,0.4
COc1ccc(-c2nc3c(c(=O)n(C)c(=O)n3C)n2CC2CC(c3ccccc3)=NO2)cc1OC (stereo not drawn),8,1.0,-2,-0.7,-2.5,1,5,2,0.5
OCc1nc2nc(Cl)c(Cl)nc2[nH]1,11,-3.0,-6,-1.6,1.1,0,27,-7,0.9
C=CCc1ccccc1OCC(O)CNC(C)C (stereo not drawn),2,0.7,-4,-0.5,0.3,11,-4,-9,.
O=C(c1cc(Cl)cc(Cl)c1)N1CCC2CC1c1cc(N3CCCCC3)ccc12 (stereo not drawn),2,-1.1,26,-9.3,-3.3,1,6,4,.
CCSC1=C(C#N)C(c2ccc(OC)c(OC)c2)CC(=O)N1 (stereo not drawn),5,-1.7,-11,-0.9,-3.6,-5,-4,8,0.9
COc1ccc(C2NC(=O)C(C#N)=C(S)N2c2ccc(C)cc2)cc1OC (stereo not drawn),-3,.,-8,-0.1,-0.8,6,5,8,4.1
CC(Sc1nnnn1-c1cccc(F)c1)C(=O)NC1CCCC1 (stereo not drawn),1,-0.4,0,-1.1,-0.2,3,2,-10,0.7
CCn1nnnc1SCC(=O)Nc1ccc(F)cc1,1,0.1,-16,-0.3,-4.3,1,-5,20,2.5
Cc1ccc(-c2ccccc2NC(=O)CS(=O)CC(=O)Nc2ccc(C)c(Cl)c2)o1 (stereo not drawn),-2,1.5,7,2.6,-0.3,-13,-2,-4,-5.1
O=C(Cn1cc(C(F)(F)F)ccc1=O)N1CCc2ccccc2C1,0,0.2,0,-0.1,-4.0,-6,-2,-3,1.0
NC(=O)COc1c(-c2ccco2)oc2ccccc2c1=O,21,.,-1,-0.4,0.0,-18,26,-25,0.3
Cc1cc(C)cc(SCc2noc(C(=O)NCC3CCCO3)c2C(=O)O)c1 (stereo not drawn),1,-0.2,-2,-0.4,-4.6,0,-2,3,2.2
CNC(=O)c1csc(-c2ccncc2)n1,-1,.,-5,0.1,-2.4,3,-6,-4,1.2
CC(C)CCN(CCC(C)C)C(=O)Cc1c(O)c2ccccc2[nH]c1=O,20,-2.1,-1,0.5,0.1,-4,14,3,0.9

# Next part:
structure,FBA Mtb inh,BioA inh,BoNT-F LC inh,BoNT-A LC inh2,FadD28 FP inh,PrPC TRFRET,GDH-TPI counter,CCHF vOTU inh,UGM FP inh
COc1ccc(COC(=O)NNC(=O)c2ccc(OC)cc2)cc1,-4,0.7,-11,0.9,-3.3,5,7,-4,0.6
O=C(O)c1ccc(-n2nnnc2SCc2ccccc2)cc1,-3,5.5,-1,-0.2,-5.0,-1,-7,4,-1.7
Cc1cccc(C)c1NC(=O)Nc1nc(C(N)c2ccccc2Cl)cs1 (stereo not drawn),2,-1.2,-8,-0.6,-0.4,2,9,-8,.
O=C(O)c1nn(CCOc2cccc(Cl)c2)c(=O)c2ccccc12,0,.,-2,-0.9,-8.4,7,-1,3,0.8
CN(CC(=O)Nc1ccccc1F)CC(=O)Nc1ccc(F)c(F)c1F,1,.,-3,1.1,-1.5,-2,8,3,-1.6
Cc1cc(/C=N/n2cnnc2)c(C)n1-c1ccc(OCc2ccccc2F)cc1,0,0.2,-18,-2.4,-0.5,11,12,-10,-1.9
O=C(c1cc2n(n1)C(C(F)(F)F)CC(c1ccco1)N2)N1CCc2ccccc2C1 (stereo not drawn),2,-2.2,-2,0.1,0.9,-1,5,17,-3.1
Cc1ccccc1OC1C(=O)N(Cc2ccc3c(c2)OCO3)C1c1sccc1C (stereo not drawn),0,.,4,?,-0.2,-4,0,-7,0.4
CCOC(=O)C(CCCOc1ccc(C)cc1)C(=O)OCC,-1,1.4,-3,0.2,-2.6,-1,-4,0,2.2
Cc1ccc(-c2noc(-c3c(C)noc3C)n2)cc1,4,.,-7,-0.1,-1.6,0,6,2,-0.5
COc1ccc(/C=N/NC(=O)C2C3CCCCC32C)cc1OC (stereo not drawn),2,.,2,-1.3,-1.1,-1,0,9,-4.1
COc1ccc(S(=O)(=O)N2CCN(C(=O)NCc3ccccc3)CC2)cc1,3,1.5,-5,-1.1,-0.9,-5,-7,6,0.0
CCOC(=O)c1c(NC(=O)CSc2nnc(CNc3ccc(Cl)cc3)o2)sc(C)c1C,-3,-2.2,-1,0.2,-1.0,1,14,6,-1.0
C=CCSc1nc2c(cc1C#N)CCC2,-5,0.8,7,?,-3.3,-2,6,0,0.5
Cc1ccc(S(=O)(=O)N2CCN(C(=O)CN3CCCC3)C2)cc1,1,.,0,-0.5,-2.0,-10,6,5,4.9

# (continued)
structure,FBA Mtb inh,BioA inh,BoNT-F LC inh,BoNT-A LC inh2,FadD28 FP inh,PrPC TRFRET,GDH-TPI counter,CCHF vOTU inh,UGM FP inh
CCc1ccc2[nH]c(=O)c(CN(CCN(CC)CC)C(=O)Nc3ccccc3OC)cc2c1,3,.,2,0.4,-2.0,-8,10,4,1.3
C=CCNC(=S)N1CCN(c2ncc(C(F)(F)F)cc2Cl)CC1,2,.,-13,-0.6,0.4,8,6,3,-2.9
O=C1CCC(=O)N1c1ccc(CSc2nnnn2C2CCCCC2)cc1,-1,6.6,-6,0.4,-2.5,3,9,-1,1.2
CCCOc1ccc(Cc2c(Cl)nc(SC)nc2OC)cc1,-1,.,-5,0.1,-5.0,2,-2,3,-0.2
CC(C)(C)NC(=O)CSc1nncn1NCc1cccc2ccccc12,1,0.8,7,0.2,-0.4,4,7,7,-3.8
CCOP(=O)(c1ccc(N(C)C)cc1)C(O)c1ccccc1 (stereo not drawn),4,-0.7,2,-0.8,-0.3,-2,-1,2,1.6
CCCCn1c(C2CCCCC2)nc2cc3[nH]c(=O)c(C(C)C)nc3cc21,21,-1.7,-25,1.0,-4.4,-2,18,-11,-1.4
CCOc1ccc(CNCCCSc2ncccn2)cc1,5,-0.2,?,-1.5,-0.6,-10,3,-5,0.1
CCNCC(=O)N1c2ccccc2CCc2ccc(NC(C)=O)cc21,-1,0.7,2,0.5,-1.8,6,12,-13,0.3
CCc1nc2c(OCCn3cccc3)cccn2c1N(C)C(=O)c1ccco1,1,0.4,0,-0.1,-2.0,-1,0,-4,.
CCOC(=O)c1c(NC(=O)C2CCN(S(=O)(=O)c3cccs3)CC2)sc(C)c1C,0,0.8,?,-0.5,-0.9,6,-2,2,-1.9
